# High-throughput results deposited in PubChem by several laboratories.
# SUMO HTRF inh – inhibitors of in vitro SUMOylation cascade, primary screen, biochemical, HTRF, uHTS; HTRF SUMOylation assay, SAE1/SAE2 + UBC9; inhibition, % at 35 µM; 290,000 compounds, 0.36% hits; in the data active = inhibition above about 50%, passing the limit was not always enough; note: strong numbers were not always called active
# Target sequence (P63279 whole entry, looked up): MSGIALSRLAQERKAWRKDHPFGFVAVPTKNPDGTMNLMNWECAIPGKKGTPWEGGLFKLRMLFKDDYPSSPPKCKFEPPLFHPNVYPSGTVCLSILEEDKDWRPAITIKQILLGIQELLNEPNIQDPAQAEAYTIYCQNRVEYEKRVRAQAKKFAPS
# PHOSPHO1 inh – PubChem AID 1565; 290,000 compounds, 1.1% hits; inhibition, % at 13.3 µM; recombinant PHOSPHO1, absorbance phosphatase assay; in the data active = inhibition above about 60%
# Target sequence (Q8TCT1 whole entry, looked up): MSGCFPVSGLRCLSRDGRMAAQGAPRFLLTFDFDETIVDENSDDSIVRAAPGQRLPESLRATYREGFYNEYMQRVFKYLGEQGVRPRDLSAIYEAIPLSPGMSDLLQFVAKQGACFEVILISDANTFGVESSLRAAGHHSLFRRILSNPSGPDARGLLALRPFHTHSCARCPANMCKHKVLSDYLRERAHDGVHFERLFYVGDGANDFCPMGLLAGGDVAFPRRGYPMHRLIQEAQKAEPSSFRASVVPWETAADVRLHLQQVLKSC
# DNA FID counter – compounds displacing fluorescent DNA intercalator, primary screen, artefact control for HCV NS3 helicase inhibitor project, biochemical, FID fluorescence; 290,000 compounds, 0.17% hits; DNA fluorescent intercalator displacement; inhibition, % at 7.9 µM; AID 1845, 2009; in the data active = inhibition above about 37%;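 note: 0% = vehicle and 100% = reference compound; higher means more ethidium bromide displaced from hairpin DNA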
# VIM-2 inhibitor – VIM-2 metallo-beta-lactamase inhibitors, primary screen, biochemical, epi-absorbance readout, Pseudomonas aeruginosa enzyme; purified VIM-2, nitrocefin hydrolysis, epi-absorbance fluorescence; inhibition, % at 5.6 µM; 290,000 compounds, 0.89% hits; AID 1527, 2009;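 active = inhibition above the mean of all tested compounds plus 3 SD, cutoff set per screening run, cut at about 7.5% in these data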;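 note: red hydrolysis product quenches plate fluorescence so inhibitors raise well fluorescence; 0% = enzyme with DMSO and 100% = DMSO without enzyme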
# MEKK3 PB1 HTS – modulators of MEKK3-MEK5 PB1 binding, primary screen, biochemical, wildtype MEKK3, multiplex bead flow cytometry, Alexa488-MEK5; bead-based flow cytometry, Alexa488-MEK5 binding to MEKK3; actives lie on both sides; 0 = blocked by unlabeled MEK5, 100 = vehicle; binding response (% of control), % at 10 µM; 290,000 compounds, 1.4% hits;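 active = binding response more than 3 SD above or below the average of its plate-row segment, actives on both sides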;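 note: Alexa488 bead fluorescence after subtracting the streptavidin-only scavenger bead signal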
# Target sequence (Q99759 whole entry, looked up): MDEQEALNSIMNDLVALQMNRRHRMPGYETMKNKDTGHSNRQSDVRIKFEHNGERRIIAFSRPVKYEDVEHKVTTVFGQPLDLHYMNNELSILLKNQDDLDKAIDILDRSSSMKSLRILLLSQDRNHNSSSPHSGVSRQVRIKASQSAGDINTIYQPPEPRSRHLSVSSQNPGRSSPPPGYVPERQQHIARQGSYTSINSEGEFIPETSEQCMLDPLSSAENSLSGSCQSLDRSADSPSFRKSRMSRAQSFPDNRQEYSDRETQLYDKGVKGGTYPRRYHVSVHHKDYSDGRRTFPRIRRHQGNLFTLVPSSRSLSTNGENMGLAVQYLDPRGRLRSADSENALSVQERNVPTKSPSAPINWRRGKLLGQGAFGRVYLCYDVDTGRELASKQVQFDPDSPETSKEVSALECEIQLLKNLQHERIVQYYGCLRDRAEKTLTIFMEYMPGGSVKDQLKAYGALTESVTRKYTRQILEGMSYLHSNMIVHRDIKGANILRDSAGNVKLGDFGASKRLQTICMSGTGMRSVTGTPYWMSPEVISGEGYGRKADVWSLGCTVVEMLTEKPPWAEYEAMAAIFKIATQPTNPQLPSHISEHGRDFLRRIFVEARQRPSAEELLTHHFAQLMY
# pCIP destab – p/CIP-EGFP fusion destabilizers, primary screen, fluorescence, F442A cells; Q05BA5; 16 h; decrease of EGFP signal, % at 10 µM; 290,000 compounds, 0.01% hits; AID 1984, 2009;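 active = EGFP signal decrease of at least 30% at 10 µM or well 3 SD below plate mean, unless failing retest; inactive = the rest, including hits failing retest or dose response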; note: some compounds called inactive have numbers as strong as hits; many of its hits are not listed in these tables
# IDE cell activ – human IDE activators in live cells, primary screen, fluorescence polarization, HEK cells, FAbeta-B substrate; Insulin-degrading enzyme (Homo sapiens), P14735; FAbeta-B cleavage; 0% vehicle, 100% cell-free pure enzyme wells; activation, % at 5.96 µM; 340,000 compounds, 0.073% hits; AID 493087, 2011;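 active = activation above the mean of all tested compounds plus 3 SD, set per screening campaign, cut at about 17% in these data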
# HCV NS3 hel inh – inhibitors of HCV NS3 helicase, primary screen, biochemical, Cy5 molecular beacon fluorescence | 290,000 compounds, 0.56% hits | AID 1800, 2009 | Hepatitis C virus NS3 helicase | inhibition, % at 10.9 µM | NS3 helicase DNA unwinding;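 active = inhibition above the mean of all tested compounds plus 3 SD, set per campaign, cut at about 35% in these data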;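 note: 0% = DMSO wells and 100% = thioflavine S control wells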
#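 assay system = NS3 helicase fragment of HCV | buffer or medium = MOPS pH 6.5, MgCl2, DTT, Tween20, BSA | timing = 60 min unwinding reaction at 25 °C after ATP addition | signal = Cy5 beacon fluorescence read at start and 1 h | read-out basis = % inhibition of unwinding | control set = low DMSO, high thioflavine S at 110 µM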
# IMP-1 inh – IMP-1 metallo-beta-lactamase inhibitors, primary screen, biochemical, epi-absorbance readout, Pseudomonas aeruginosa enzyme; metallo-beta-lactamase IMP-1 (Pseudomonas aeruginosa); purified IMP-1, nitrocefin hydrolysis, epi-absorbance fluorescence; inhibition, % at 5.6 µM; 290,000 compounds, 0.45% hits;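 active = inhibition above the mean plus 3 SD of all compounds in the same screening run, cut at about 4.5% in these data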;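 note: 0% = IMP-1 with DMSO and 100% = DMSO wells lacking enzyme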
#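 system = purified recombinant IMP-1 beta-lactamase | amount = 0.2 nM IMP-1, as dispensed | medium = HEPES buffer pH 7.1 with ZnSO4 and Brij 35 | times = 25 °C, 15 min preincubation, 25 min reaction | detection = plate fluorescence quenching by hydrolysis product, ex 480/em 530 nm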
# An asterisk follows results filed as active; nt = no result given. These rows are one share of the data (hit frequency here may not be typical).
SMILES,SUMO HTRF inh,PHOSPHO1 inh,DNA FID counter,VIM-2 inhibitor,MEKK3 PB1 HTS,pCIP destab,IDE cell activ,HCV NS3 hel inh,IMP-1 inh
CC(C)(CNC(=O)c1cccc(NS(=O)(=O)c2ccc(Br)cc2)c1)N1CCOCC1,1,33,2,0.0,101,-4,1,-27,-3.8
O=C(CCc1nnc2n(Cc3ccc(Cl)cc3)c(=O)c3ccccc3n12)N1CCN(c2ccccn2)CC1,-3,2,-22,1.0,101,3,-5,-17,0.1
CCOC(=O)C1C(=O)Nc2nc3ccccc3n2C1C(C)C (stereo not given),12,0,-5,-0.7,107,-12,1,1,-1.2
CC(=O)OC(C(=O)NC1CCCCC1)c1ccccc1F (stereo not given),1,24,4,-4.0,105,2,9,1,-1.6
CCOC(=O)c1cnn(-c2ccccc2)c1-n1cccc1C(=O)C(=O)N(CC)CC,-4,-6,-28,2.0,100,-11,4,-11,1.2
O=C1CN(C(=O)c2cc3ccccc3oc2=O)C(c2ccc(F)cc2)c2cc(Br)ccc2N1 (stereo not given),14,-4,-24,-0.1,101,-7,-2,-2,-0.3
Cc1ccc(CNC(=O)C2CCC(=O)N2Cc2ccccc2Cl)cc1 (stereo not given),11,42,-17,-1.3,99,-6,-1,7,-3.0
CC(C)c1ccccc1NC(=O)Cn1c(/C=C/c2ccccc2)nc2ccccc21,22,40,-3,-0.4,98,1,nt,-9,0.2
COc1ccc(/C=N/N2CCN(Cc3ccccc3)CC2)cc1,-10,30,-9,-2.9,108,-3,-4,2,-1.9
Oc1c(C(c2ccc(Cl)cc2)N2CCCC2)cc(Cl)c2cccnc12 (stereo not given),-40,28,0,-3.8,114,6,-1,26,-3.0
COc1ccc(/C=C2\Oc3cc(OCC(=O)N4CCC[C@H]4C(=O)O)ccc3C2=O)c(OC)c1OC,4,19,-20,2.1,99,1,5,8,-1.2
Cc1cc(C(=O)CS(=O)(=O)c2ccc(F)cc2)cc(C)c1O,12,37,-4,-1.6,106,-6,2,-3,-2.0
O=C(CSc1nnc2scc(-c3ccccc3)n12)Nc1ccc2c(c1)OCCO2,-12,4,-23,-1.9,80,2,3,-2,-3.4
Cc1nnc2n(Cc3ccccc3)c(=O)c3c4c(sc3n12)COC(C)(C)C4,-8,-22,-27,0.1,101,-13,-6,-4,-4.0
COc1cccc(CN2C(=O)c3cccc(N)c3C2=O)c1,27,-5,-1,-0.6,92,-15,6,-1,-5.5
Cc1ccc2[nH]c(=O)c(CN(CCCN(C)C)C(=O)Nc3ccc(Cl)cc3)cc2c1,-10,-2,10,-2.4,101,6,5,-15,-2.2
CCCCC(=O)Nc1ccc(Br)cn1,5,-3,1,-3.4,101,-1,-3,-2,0.0
O=C(/C=C/c1ccc2ccccc2n1)N1CCN(c2ccccc2)CC1,22,16,-33,0.4,99,7,6,6,0.2
CCN1CCN(S(=O)(=O)c2c(C)[nH]c(C)c2C(=O)N2CCCCC2)CC1,9,24,15,-2.1,101,-11,-2,-10,-4.0
CC(C)(C)c1ccc(-c2cnco2)cc1,0,39,-3,-1.5,100,-10,-6,1,-1.3
O=C(Nc1ccc(Br)cc1)c1ccccc1Br,-1,nt,-3,1.8,100,-6,5,1,-1.8
CCCCc1cc(=O)oc2cc(OCC(=O)Nc3cccnc3)c(Cl)cc12,8,23,-6,0.1,98,-19,4,-3,-1.1
CCOCCCNC(=S)NCCNc1nc2ccc(C)cc2cc1C#N,11,-6,3,-1.1,97,7,-2,-3,-1.1
COc1ccc(NC2CCCN(C(=O)CCc3scnc3C)C2)cc1 (stereo not given),14,23,-11,0.2,104,-3,3,6,-0.6
CCOC(=O)c1ccc(NC(=O)CSc2nnc(COc3ccccc3)n2C)cc1,11,-18,-18,0.4,101,-9,-1,0,-1.9

# (listing goes on)
SMILES,SUMO HTRF inh,PHOSPHO1 inh,DNA FID counter,VIM-2 inhibitor,MEKK3 PB1 HTS,pCIP destab,IDE cell activ,HCV NS3 hel inh,IMP-1 inh
CCOC(=O)CSc1nc2cc3c(cc2cc1C#N)OCO3,-10,27,1,-1.5,98,-5,-2,12,-3.1
Clc1ccccc1OCCn1cnc2ccccc21,29,-16,0,2.4,101,-21,6,-10,-2.0
CC(=O)c1cccc(NC(=O)CCC(=O)c2ccc(F)cc2)c1,6,14,-8,0.0,101,-12,0,4,-2.7
COc1ccc(C2C3=C(CCCC3=O)Nc3c(-c4ccccc4)c(C)nn32)cc1 (stereo not given),51*,10,-32,-2.9,91,-6,-7,-6,-1.2
COc1cc2c(cc1OC)N1C(=O)CC(OCC(=O)O)C3C4CC5(CCN5C(=O)C4=O)C2C31 (stereo not given),-11,8,0,-2.1,102,-13,nt,-7,-2.3
Nc1nc(-c2ccccc2)cc(C(F)(F)F)n1,-12,-17,0,-4.0,108,1,7,-4,-1.7
COC(=O)[C@@H](NC(=O)O[C@@H]1C(=O)c2ccc(OC)cc2O[C@H]1c1cccc(C(F)(F)F)c1)C(C)C,-5,4,-24,-4.1,106,-2,nt,-7,-2.7
CCCCc1ccc(-c2csc(/C(C#N)=C/c3ccc(C)o3)n2)cc1,42,31,-15,-1.0,105,-7,-3,29,0.6
Cc1ccc(C(=O)N(Cc2ccccc2)C(C)(C)C)cc1C,-5,-4,-27,-4.5,102,-2,-4,-7,-2.2
CC(=O)C1=C(O)C(=O)N(CCO)C1c1ccccc1 (stereo not given),20,24,3,0.7,94,0,4,0,-1.6
CCc1nnc(NS(=O)(=O)c2ccc(NC(=O)c3cc4ccccc4oc3=O)cc2)s1,5,-16,-5,-4.5,103,3,nt,15,-3.6
COC(=O)c1ccc(C(=O)OC)c(NC(=O)C(C)C)c1,5,9,-6,-2.3,96,19,4,-10,-1.6
Cc1ccccc1C(=O)NC[C@@H]1CCCN2CCCC[C@H]12,4,44,-13,-1.4,104,3,4,11,-1.8
COc1ccc(S(=O)(=O)N(C)c2ccc(C(=O)N3CCCC3)cc2)cc1OC,1,22,-29,2.6,100,-15,1,3,2.1
COc1cccc(-c2nc(NCc3ccco3)c3ccccc3n2)c1O,-4,-5,6,-3.4,94,-5,-1,9,-2.3
COc1ccc2[nH]c3c(=O)n(Cc4ccco4)cnc3c2c1,8,5,-4,-1.6,104,8,5,11,-3.0
CSCCC1COC(c2cccs2)=N1 (stereo not given),3,-4,0,1.2,104,2,8,5,1.9
COc1cccc(C(=O)CSc2nnc(-c3cc(OC)c(OC)c(OC)c3)o2)c1,-15,14,-12,-1.4,100,6,-3,-2,-3.1
COc1ccc(N(CC(=O)NCc2ccc(C)cc2)S(=O)(=O)c2c(C)noc2C)cc1,1,38,-13,-3.0,96,-6,2,8,-0.4
Cc1onc(-c2ccccc2)c1C(=O)/C=C/N(C)C,10,12,-29,-1.3,104,-16,-3,3,-1.1
O=S(=O)(c1ccccc1)N1CCn2c(nc3ccccc32)C1,16,17,-1,-2.3,102,-7,0,0,-1.4
CC(C)Oc1ccc(C2CNC(=O)C2)cc1 (stereo not given),3,1,nt,nt,114,-1,7,nt,nt
CCN1C(=O)c2ccccc2S(=O)c2ccc(C(=O)NCc3ccc(OC)cc3)cc21 (stereo not given),-6,60,-43,-1.1,102,-6,2,3,-0.3
CCn1nccc1C(=O)Nc1nc2ccccc2n1CCN1CCCCC1,2,43,0,-3.8,115,-7,0,11,-4.7
c1ccc(N2OCC3Cn4c(nc5ccccc54)C32)cc1 (stereo not given),-4,13,nt,nt,97,-2,4,nt,nt

# (more compounds)
SMILES,SUMO HTRF inh,PHOSPHO1 inh,DNA FID counter,VIM-2 inhibitor,MEKK3 PB1 HTS,pCIP destab,IDE cell activ,HCV NS3 hel inh,IMP-1 inh
COCc1ccc(CN2CCCC(CCC(=O)NCc3cccc(OC)c3)C2)o1 (stereo not given),0,39,1,-1.6,112,-6,4,14,-3.2
CC(=O)c1cccc(NC(=O)C2CCN(S(C)(=O)=O)CC2)c1,16,-18,-3,-2.7,110,-13,13,-9,-2.0
CCc1ccc(NS(=O)(=O)c2c(C)noc2C)cc1,12,14,-15,0.9,100,-4,6,-2,-0.7
Cn1cc(CN2CCc3c([nH]c4ccccc34)C2C2CCCCC2)cn1 (stereo not given),12,41,4,-1.6,102,-16,4,-4,-4.0
O=C(Nc1cccc(Cl)c1)N1CCN(c2ncccn2)CC1,-9,17,-7,-4.1,89,1,-3,-1,-1.2
CCOC(=O)c1sc2nc(C)nc(N3CCCCC3C)c2c1C (stereo not given),-23,-10,-10,1.1,85,-9,nt,-2,-2.4
c1ccc(CN2CCC3(CC2)Nc2ccccc2CO3)cc1,27,-11,0,-1.3,104,-3,8,11,-3.0
COc1ccc(N2CCN(C(=O)CSc3nnc(-c4ccc5[nH]c(C)c(C)c5c4)o3)CC2)cc1,2,64*,-3,-0.1,105,-4,2,-3,-3.6
CCN(CC)CCNC(=O)C1CCN(S(=O)(=O)c2c(C)noc2/C=C/c2ccccc2F)CC1,13,12,28,2.2,107,-4,4,-32,-1.6
CC1=CC(C)(C)N=C(Nc2ccc(C)cc2)S1,1,-9,-3,-1.3,102,-10,2,-8,-2.5
Cc1ccc2nc(NC(=O)CC3Oc4ccccc4NC3=O)sc2c1 (stereo not given),44,13,-4,-2.1,101,-6,-8,9,-0.9
O=C(NCc1ccc2c(c1)OCO2)C(=O)NCC1OCCN1S(=O)(=O)c1ccc(Cl)cc1 (stereo not given),-1,33,-40,-0.6,98,2,5,-2,2.9
FC(F)(F)c1cnc(N2CCCN(C(=S)Nc3ccccc3)CC2)c(Cl)c1,-1,25,-13,-2.2,101,1,6,-6,-1.5
Cn1c2c(c(=O)c3ccccc31)CCC(C)(C)O2,25,-7,-4,-0.5,92,-11,0,0,-1.5
CC(=O)Nc1ccc(N/C(N)=N/c2nc(C)cc(C)n2)cc1,11,40,-2,0.5,70,4,5,7,-1.3
O=C(c1ccc([N+](=O)[O-])cc1)N(Cc1ccccc1)c1ccccn1,18,28,-8,-2.6,99,-4,-3,4,-4.3
S=C(Nc1ccc(Cl)cc1Cl)N1CCOCC1,4,-4,0,-2.7,100,10,4,4,-1.9

# Quoted at random: 4 entries already listed.
SMILES,SUMO HTRF inh,PHOSPHO1 inh,DNA FID counter,VIM-2 inhibitor,MEKK3 PB1 HTS,pCIP destab,IDE cell activ,HCV NS3 hel inh,IMP-1 inh
COc1ccc(N(CC(=O)NCc2ccc(C)cc2)S(=O)(=O)c2c(C)noc2C)cc1,1,38,-13,-3.0,96,-6,2,8,-0.4
c1ccc(N2OCC3Cn4c(nc5ccccc54)C32)cc1 (stereo not given),-4,13,nt,nt,97,-2,4,nt,nt
CSCCC1COC(c2cccs2)=N1 (stereo not given),3,-4,0,1.2,104,2,8,5,1.9
O=S(=O)(c1ccccc1)N1CCn2c(nc3ccccc32)C1,16,17,-1,-2.3,102,-7,0,0,-1.4
